Source: PubChem
PP5 primary – blocks human protein phosphatase 5 activity; P53041; purified PP5c, OMFP substrate fluorescence; inhibition, % at 6.7 µM; hit rate 0.18% among 320,000;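 active = inhibition above the campaign's mean inhibition across all tested compounds plus 3 SD, cut at about 9.5% in these data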;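 note: 0% = DMSO only and 100% = 100 µM cantharidin control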
proCasp7 act – counter-screen for procaspase-3 activators: activators of human procaspase-7; P55210; recombinant procaspase-7, Ac-DEVD-pNA absorbance 405 nm; D23A/D198A/D206A triple mutant, cannot self-cleave; scale: DMSO 0, 5 µM enzyme 100; AID 463210; hit rate 0.093% among 330,000; activation, % at 8.5 µM;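 active = percent activation above the screen-wide mean plus 3 SD, cut at about 25% in these data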
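System: Procaspase-7 triple mutant (PC-7 D3A); measure: % activation from two-timepoint absorbance difference, scaled to controls; times: 1 h compound preincubation, 2 h substrate cleavage, 25 °C; also added: Ac-DEVD-pNA substrate, 400 µM as added; measured by: Epi-absorbance of released pNA at 405 nm, two timepoints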
HCV core dimer – blocks dimerization of HCV core protein | TR-FRET GST/Flag-core106 dimerization, 1536-well | inhibition, % at 5 µM | hit rate 0.33% among 300,000;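 active = inhibition above the mean of all tested compounds plus 3 SD, set per screening campaign, cut at about 45% in these data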
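Test system: GST/Flag-tagged HCV core106 proteins; Medium: KF-containing HEPES buffer, pH 7.45, DTT, CHAPS, BSA; Times: compound-protein-antibody incubation 4 h at 22.5 °C; Detection: TR-FRET 671 and 617 nm emission; Benchmarks: wells lacking GST-core106 and wells with excess unlabelled core106.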
TPT1 inh – C. albicans TPT1 enzyme inhibition; inhibition, % at 5 µM; hit rate 0.81% among 300,000; AID 1962; recombinant caTPT1, FP RNA substrate dephosphorylation;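 active = inhibition above the mean of all tested compounds plus 3 SD, set per screening campaign, cut at about 24% in these data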;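 note: plate controls were DMSO alone for no effect and ferristatin control at 100 nM for full effect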
proCasp3 act – activates human procaspase-3. P42574. recombinant procaspase-3 D3A, Ac-DEVD-pNA absorbance 405 nm. activation, % at 8.5 µM. hit rate 0.11% among 330,000. AID 463141;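 active = activation above the mean of all tested compounds plus 3 SD, cut at about 21% in these data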;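 note: 0% = DMSO alone and 100% = DMSO wells spiked with extra 5 µM PC-3 D3A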
Target sequence (P42574 whole entry D9A/D28A/D175A): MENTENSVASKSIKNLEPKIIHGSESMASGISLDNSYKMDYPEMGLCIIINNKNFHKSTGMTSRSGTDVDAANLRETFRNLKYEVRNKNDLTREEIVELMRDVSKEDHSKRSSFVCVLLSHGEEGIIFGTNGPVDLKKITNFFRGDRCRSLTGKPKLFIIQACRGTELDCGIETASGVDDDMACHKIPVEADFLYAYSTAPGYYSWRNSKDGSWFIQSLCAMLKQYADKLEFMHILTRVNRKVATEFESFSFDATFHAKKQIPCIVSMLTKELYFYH
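Assay system – Procaspase-3 D3A mutant · Benchmarks – DMSO low control, extra-enzyme high control · Technique – 405 nm absorbance of p-nitroaniline, reads at 0 and 120 min · Doses – 8.5 µM nominal · Measure – % activation between DMSO and enzyme-spiked controls · Also added – Ac-DEVD-pNA chromogenic peptide substrate · Schedule – 1 h compound preincubation, 2 h substrate hydrolysis at 25 °C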
PP1 counter – blocks human PP1-alpha phosphatase, a PP5 counter-screen. hit rate 0.9% among 320,000. inhibition, % at 6.7 µM. purified PP1alpha, OMFP fluorescence. AID 2235;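 active = inhibition above the mean inhibition of all tested compounds plus 3 SD, computed separately for each screening campaign, cut at about 15% in these data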
PAFAH2 inh – PAFAH2 (human) inhibition | recombinant PAFAH2, FP-rhodamine activity probe, fluorescence polarization | inhibition, % at 3.39 µM | hit rate 0.99% among 340,000 | AID 492956;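 active = inhibition above the mean over all tested compounds plus 3 SD, cut at about 30% in these data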;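 note: inhibitors block probe labeling of enzyme so polarization drops; 0% = enzyme with DMSO and 100% = wells lacking PAFAH2 protein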
CTSL1 counter – blocks F. hepatica cathepsin L1 in PFM18AAP counter-screen | hit rate 0.49% among 300,000 | inhibition, % at 5.96 µM | recombinant F. hepatica cathepsin L1, Z-Leu-Arg-MCA fluorescence;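 active = inhibition above the mean of all tested compounds plus 3 SD, set per screening campaign, cut at about 17% in these data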;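 note: 0% = plate median of test compound wells and 100% = 1 µM Z-Phe-Ala-diazomethylketone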
AHR act – human AHR activation; activation, % at 5 µM; P35869; AHR-responsive luciferase reporter cells, luminescence; hit rate 2.5% among 320,000; in the data active = activation above about 47%;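 note: 0% = vehicle wells and 100% = reference agonist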
Target sequence (P35869 whole entry, looked up): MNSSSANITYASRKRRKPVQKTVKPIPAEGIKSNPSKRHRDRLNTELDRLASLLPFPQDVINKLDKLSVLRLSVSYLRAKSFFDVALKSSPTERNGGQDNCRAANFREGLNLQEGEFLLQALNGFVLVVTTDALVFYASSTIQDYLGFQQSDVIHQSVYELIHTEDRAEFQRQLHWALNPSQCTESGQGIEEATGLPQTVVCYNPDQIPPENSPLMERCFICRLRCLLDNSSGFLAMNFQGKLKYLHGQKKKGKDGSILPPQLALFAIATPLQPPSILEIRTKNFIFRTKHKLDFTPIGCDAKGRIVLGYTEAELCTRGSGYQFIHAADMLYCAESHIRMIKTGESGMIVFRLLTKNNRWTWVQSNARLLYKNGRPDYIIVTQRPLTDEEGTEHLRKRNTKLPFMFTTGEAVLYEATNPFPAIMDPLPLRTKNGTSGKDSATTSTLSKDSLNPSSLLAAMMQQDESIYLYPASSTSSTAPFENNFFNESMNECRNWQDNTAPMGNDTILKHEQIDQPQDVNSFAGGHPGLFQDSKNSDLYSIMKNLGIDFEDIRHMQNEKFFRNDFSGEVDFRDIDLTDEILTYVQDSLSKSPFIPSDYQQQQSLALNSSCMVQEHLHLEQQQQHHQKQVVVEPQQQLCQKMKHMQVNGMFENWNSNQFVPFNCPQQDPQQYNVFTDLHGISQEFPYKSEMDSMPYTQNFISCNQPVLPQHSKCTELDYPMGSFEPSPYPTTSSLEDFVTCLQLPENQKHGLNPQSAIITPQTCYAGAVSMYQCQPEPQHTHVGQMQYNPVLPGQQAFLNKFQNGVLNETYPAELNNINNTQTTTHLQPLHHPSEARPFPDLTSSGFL
An asterisk follows results filed as active; . = no result given.

entry	SMILES	PP5 primary	PP1 counter	proCasp3 act	PAFAH2 inh	TPT1 inh
1	CC(C)c1nnc(NC(=O)C2CC(=O)N(CCc3ccc(F)cc3)C2)s1 (stereo not given)	0.4	0	1	-6	2
2	O=C(NC1CCCCC1)C(c1ccc2ncccc2c1)N(Cc1ccc2c(c1)OCO2)C(=O)c1ccc2c(c1)OCCO2 (stereo not given)	1.3	2	6	0	-4
3	CC1CCCCC1NC(=O)C1CCN(C(=O)NC2CCCCC2)CC1 (stereo not given)	2.1	0	0	-2	-6
4	CCCSCCCNC(=O)c1ccccc1NC(=O)C1=CSCCO1	0.7	0	5	-7	0
5	O=C(NCc1ccc2c(c1)OCO2)C1CCC(CNS(=O)(=O)c2ccccc2)CC1 (stereo not given)	0.0	-2	2	-1	-3
6	O=C(c1ccco1)N(Cc1ccc(Cl)cc1)Cc1ccco1	0.7	-2	2	-1	1
7	CCc1cc(=O)oc2cc(OCC(=O)NCCCn3ccnc3)ccc12	0.1	1	6	1	0
8	O=S(=O)(NCc1ccco1)c1cccc(S(=O)(=O)N2CCOCC2)c1	-1.0	0	9	5	-2
9	CCOc1ccccc1N1CCN(CC(=O)Nc2nc(C)c(C(=O)N(C)C)s2)CC1	1.7	0	4	5	-1
10	COCCNC(=O)c1cc2nc3c(c(C(F)(F)F)n2n1)CCc1ccccc1-3	0.4	4	-10	-2	2

entry	CTSL1 counter	HCV core dimer	proCasp7 act	AHR act
1	2	14	2	-1
2	0	16	-4	0
3	-1	-4	11	1
4	1	4	3	6
5	-2	-5	1	1
6	1	0	1	5
7	0	0	9	5
8	0	0	-5	-1
9	0	1	-1	1
10	2	-7	-1	0

Ten consecutive entries already listed, quoted:
entry	SMILES	PP5 primary	PP1 counter	proCasp3 act	PAFAH2 inh	TPT1 inh
1	CC(C)c1nnc(NC(=O)C2CC(=O)N(CCc3ccc(F)cc3)C2)s1 (stereo not given)	0.4	0	1	-6	2
2	O=C(NC1CCCCC1)C(c1ccc2ncccc2c1)N(Cc1ccc2c(c1)OCO2)C(=O)c1ccc2c(c1)OCCO2 (stereo not given)	1.3	2	6	0	-4
3	CC1CCCCC1NC(=O)C1CCN(C(=O)NC2CCCCC2)CC1 (stereo not given)	2.1	0	0	-2	-6
4	CCCSCCCNC(=O)c1ccccc1NC(=O)C1=CSCCO1	0.7	0	5	-7	0
5	O=C(NCc1ccc2c(c1)OCO2)C1CCC(CNS(=O)(=O)c2ccccc2)CC1 (stereo not given)	0.0	-2	2	-1	-3
6	O=C(c1ccco1)N(Cc1ccc(Cl)cc1)Cc1ccco1	0.7	-2	2	-1	1
7	CCc1cc(=O)oc2cc(OCC(=O)NCCCn3ccnc3)ccc12	0.1	1	6	1	0
8	O=S(=O)(NCc1ccco1)c1cccc(S(=O)(=O)N2CCOCC2)c1	-1.0	0	9	5	-2
9	CCOc1ccccc1N1CCN(CC(=O)Nc2nc(C)c(C(=O)N(C)C)s2)CC1	1.7	0	4	5	-1
10	COCCNC(=O)c1cc2nc3c(c(C(F)(F)F)n2n1)CCc1ccccc1-3	0.4	4	-10	-2	2

entry	CTSL1 counter	HCV core dimer	proCasp7 act	AHR act
1	2	14	2	-1
2	0	16	-4	0
3	-1	-4	11	1
4	1	4	3	6
5	-2	-5	1	1
6	1	0	1	5
7	0	0	9	5
8	0	0	-5	-1
9	0	1	-1	1
10	2	-7	-1	0

Additional compounds.
entry	SMILES	PP5 primary	PP1 counter	proCasp3 act	PAFAH2 inh	TPT1 inh
11	CCCC(=O)Nc1ccc(NC(=S)NC(=O)c2cccs2)cc1	0.5	1	-2	0	-3
12	Cc1cc(C(=O)Nn2c(-c3ccncc3)nc3ccccc3c2=O)ccc1[N+](=O)[O-]	3.9	0	3	-5	0
13	O=C(CN1C(=O)S/C(=C\C=C\c2ccccc2)C1=O)Nc1ccc(C(=O)O)cc1	2.0	10	2	-11	-3
14	O=C(c1coc(=O)c2ccccc12)N1CCN(Cc2ccccc2)CC1	-2.0	-6	-3	7	-1
15	O=C(COC(=O)CCC(=O)c1cccs1)Nc1ccc(S(=O)(=O)N2CCOCC2)cc1	1.5	0	-3	1	-1
16	O=C(CSc1ccccn1)Nc1nc2c(ccc3ccccc32)s1	1.1	0	7	-38	-1
17	COc1cccc(NC(=O)CSc2nnc(Cc3ccc(OC)c(OC)c3)o2)c1	3.2	0	-5	-14	1
18	COC1CCCN(Cc2nc(Cc3ccccc3F)no2)C1 (stereo not given)	-2.9	-5	-2	2	3
19	CCN1CCCn2c1nc1c2c(=O)n(C)c(=O)n1C	0.9	0	-2	-9	0
20	CCCc1cc(=O)[nH]c(SCC(=O)c2c(N)n(C)c(=O)n(C)c2=O)n1	1.9	0	10	7	1

entry	CTSL1 counter	HCV core dimer	proCasp7 act	AHR act
11	-2	1	-3	9
12	2	-5	-6	-2
13	6	9	-11	0
14	-3	1	-1	1
15	-65	7	9	1
16	-2	7	-10	96*
17	-3	4	-4	4
18	-6	-3	-3	1
19	0	-3	-1	0
20	0	1	10	1

Continuation.
entry	SMILES	PP5 primary	PP1 counter	proCasp3 act	PAFAH2 inh	TPT1 inh
21	COc1ccc(/C(C)=N/Nc2ccc(F)cc2F)c(O)c1	2.0	-4	0	-3	-2
22	COC(=O)c1ccccc1NC(=O)CSc1nc(N)cc(N)n1	0.2	-1	6	4	-1
23	COc1ccc(OCC(O)CN2CCN(c3ncccn3)CC2)cc1 (stereo not given)	0.1	-3	-9	0	3
24	CS(=O)(=O)N1CCN(c2ccnc3cc(Cl)ccc23)CC1	-0.8	-1	-3	-3	1
25	CCCOC(=O)CCCCCCCCC(O)CN1CCCCC1 (stereo not given)	1.8	-6	2	-1	2
26	COCCNC(=O)c1cc(-c2cccnc2)nc2ccc(Br)cc12	1.2	2	3	1	1
27	Cc1ccc(SCC(=O)NNC(=O)c2ccccc2)cc1C	-1.0	-1	1	1	0
28	CC(=O)c1sc2nc(CSc3nncn3C)[nH]c(=O)c2c1C	1.1	1	-4	3	6
29	CC1CCCCC1NC(=O)CC1Oc2ccccc2NC1=O (stereo not given)	2.4	-6	-1	-8	-2
30	N#Cc1ccc(OCC(=O)N2CCN(C(=O)c3ccco3)CC2)cc1	2.9	0	-9	-7	.

entry	CTSL1 counter	HCV core dimer	proCasp7 act	AHR act
21	-7	-6	-1	-1
22	3	1	14	2
23	-2	0	9	4
24	3	3	11	1
25	0	5	-1	2
26	3	-10	-2	6
27	7	-5	-1	0
28	2	-5	-18	10
29	-1	3	-5	-1
30	.	.	8	0

Later entries:
entry	SMILES	PP5 primary	PP1 counter	proCasp3 act	PAFAH2 inh	TPT1 inh
31	CC(C)(C)c1ccc(C(=O)N/N=C/c2cccc(Cl)c2)cc1	-0.2	0	-1	-15	-3
32	CCc1ccc(C(=O)NNC(=O)c2ccc(OCC(=O)N3CCOCC3)c(OC)c2)cc1	0.3	-5	14	-2	.
33	O=C1C2CCCN2C(c2ccc(F)c(F)c2)N1c1cccc(Cl)c1 (stereo not given)	-1.3	-4	1	4	-4
34	CC1=NN(c2ccccc2)C(=O)/C1=C/c1cccs1	2.5	-1	-11	5	-5
35	C[C@H]1C=C(C(=O)N2CCOCC2)O[C@@H](OCc2ccc(CO)cc2)C1	1.9	2	5	-1	-3
36	CCn1c2ccccc2c2cc(NC(=O)c3cccc(OC)c3)ccc21	8.3	-2	-6	-5	1
37	Cc1cccc(NC(=O)C23CCC(C)(C(=O)O2)C3(C)C)c1 (stereo not given)	2.3	0	-9	3	-1
38	COc1ccc(C2C(C#N)=C(N)Oc3n[nH]c(C)c32)cc1CN1CCN(c2ccc(F)cc2)CC1 (stereo not given)	3.5	-2	1	-2	1
39	COc1ccccc1N(CC(=O)N/N=C/c1ccc(C(=O)O)cc1)S(=O)(=O)c1ccc(C)cc1	-1.5	-4	1	-1	-1
40	CN(C)CCCN(C(=O)c1ccco1)c1nc2c(F)cc(F)cc2s1	2.0	4	-8	3	6

entry	CTSL1 counter	HCV core dimer	proCasp7 act	AHR act
31	2	3	10	8
32	.	.	-4	0
33	-1	-5	-10	-1
34	-3	-1	-4	84*
35	1	-8	0	-1
36	3	2	-2	42
37	-2	-2	21	3
38	-3	4	-1	0
39	3	10	1	1
40	8	-1	9	-1

Going on with the list.
entry	SMILES	PP5 primary	PP1 counter	proCasp3 act	PAFAH2 inh	TPT1 inh
41	CCC(=O)Nc1ccc(C(=O)NCCCn2ccnc2)cc1	3.0	-6	-7	4	-6
42	CCOC(=O)CSC1=Nc2ccccc2C2=NC(CC(=O)NCc3ccc4c(c3)OCO4)C(=O)N12 (stereo not given)	1.3	5	1	12	-1
43	O=C(C1CC1)N1CCN(c2ccc(O)cc2)CC1	0.7	2	-10	0	1
44	COC(=O)c1c(NC(=O)CN2CCN(S(=O)(=O)c3ccccc3[N+](=O)[O-])CC2)sc2c1CCC(C)C2 (stereo not given)	3.0	10	-1	-6	-4
45	CCN(/C=N/c1sc2c(c1C#N)CCCCC2)CC	4.6	1	4	4	-3
46	COc1ccc(NC(=O)Nc2ccc3nsnc3c2)cc1	1.6	-1	-1	5	-4
47	O=C(CN1CCOCC1)Nc1ccc(C2CCCCC2)cc1	-1.0	4	3	0	-3
48	Cc1nc2ccc(NC(=O)N3CCSCC3)cc2nc1C	0.4	-2	-5	2	-2
49	CCN1C(=O)CC(NC2CCN(C(=O)c3ccc(F)cc3)CC2)C1=O (stereo not given)	-2.0	-3	-3	-1	-1
50	COc1ccccc1N1CCN(C2CCCN(C(=O)c3ccoc3C)C2)CC1 (stereo not given)	0.9	-2	-1	-7	0

entry	CTSL1 counter	HCV core dimer	proCasp7 act	AHR act
41	2	-11	-1	-8
42	0	0	9	5
43	-1	-12	-23	1
44	3	22	1	1
45	-5	8	-4	57*
46	2	-7	5	2
47	0	-1	-2	4
48	-2	0	7	5
49	1	11	-3	-2
50	-2	13	11	-7

Later entries
entry	SMILES	PP5 primary	PP1 counter	proCasp3 act	PAFAH2 inh	TPT1 inh
51	O=C(NN1C(=O)NC2(CCCCC2)C1=O)c1ccc(-c2ccc(Cl)cc2)o1	2.0	6	-5	1	.
52	COc1ccc(C(=O)NCc2csc(-c3cccs3)n2)cc1	-1.4	-3	1	5	-2
53	Cc1c(C(=O)NNc2cc(=O)n(C)c(=O)n2C)cccc1[N+](=O)[O-]	-0.9	1	-9	8	-3
54	COc1ccc(C)cc1S(=O)(=O)N(C)CC(=O)N1CCN(C)CC1	1.6	0	3	-6	-1
55	COCCNC(=O)Cn1nc(C)c([N+](=O)[O-])c1C	-1.1	-7	0	-5	-4
56	Cc1cc(C)c2[nH]c(C(=O)Nc3ccc(F)cc3Br)cc2c1	1.5	6	0	2	3
57	CCCCNC(=O)COC(=O)CNC(=O)c1cc(Cl)cc([N+](=O)[O-])c1	1.2	-3	6	4	-1

entry	CTSL1 counter	HCV core dimer	proCasp7 act	AHR act
51	.	.	5	1
52	2	0	9	6
53	0	-8	-18	1
54	-2	0	5	0
55	5	-3	-4	5
56	2	41	6	45
57	6	-1	9	0
